# SENP8 inh – SENP8 (human) protease inhibition | recombinant SENP8, Nedd8 substrate fluorescence | AID 602440 | Q96LD8 | 0.64% of 360,000 active | inhibition, % at 20 µM; in the data active = inhibition mostly above about 40%, no sharp cut-off; inactive = mostly below about 27%
# Target sequence (Q96LD8 whole entry, looked up): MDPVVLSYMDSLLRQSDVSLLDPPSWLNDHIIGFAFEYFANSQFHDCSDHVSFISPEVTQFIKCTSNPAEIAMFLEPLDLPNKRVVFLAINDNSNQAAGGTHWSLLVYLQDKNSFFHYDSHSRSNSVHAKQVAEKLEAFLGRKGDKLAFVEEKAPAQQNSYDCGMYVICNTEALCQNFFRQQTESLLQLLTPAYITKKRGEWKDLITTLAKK
# MPTP block – inhibitors of mitochondrial permeability transition pore; isolated mouse mitochondria, Ca2+ swelling absorbance, 30 min; inhibition, % at 10 µM; 1.4% of 360,000 active;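 active = inhibition of 50% or more, scaled per plate between neutral and stimulator controls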;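 also: 0% = DMSO wells given calcium and 100% = 1 mM EGTA wells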
# GRIN3A LBD mod – modulates the human NR3A ligand-binding domain; NR3A LBD differential scanning fluorimetry, Tm shift; 0% = protein alone, 100% = glycine-bound protein; Tm shift relative to glycine control, % at 25 µM; 2.5% of 340,000 active; AID 1259313;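 active = melting temperature shift of at least 10% of the positive control shift, at one fixed dose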
# ATG4B inh – blocks human ATG4B protease cleavage of LC3 substrate; Q9Y4P1; ATG4B cleavage of LC3-PLA2, NBD-HPC fluorescence, 1 h; inhibition, % at 8.33 µM; 0.51% of 340,000 active; in the data active = inhibition above about 40%
# Target sequence (Q9Y4P1 whole entry, looked up): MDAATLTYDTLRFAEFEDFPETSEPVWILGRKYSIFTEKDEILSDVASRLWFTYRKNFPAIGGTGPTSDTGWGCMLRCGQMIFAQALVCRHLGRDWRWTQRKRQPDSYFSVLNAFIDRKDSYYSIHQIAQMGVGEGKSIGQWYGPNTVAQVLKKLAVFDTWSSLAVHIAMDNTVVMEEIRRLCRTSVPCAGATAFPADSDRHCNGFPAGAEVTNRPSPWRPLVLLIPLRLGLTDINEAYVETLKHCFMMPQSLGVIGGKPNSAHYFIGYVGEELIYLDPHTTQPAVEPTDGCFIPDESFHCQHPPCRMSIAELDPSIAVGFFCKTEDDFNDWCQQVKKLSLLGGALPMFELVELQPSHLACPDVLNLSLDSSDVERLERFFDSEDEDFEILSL
# PfG6PD inh – PfG6PD (Plasmodium falciparum) enzyme inhibition. PfGluPho enzyme, NADPH resazurin-diaphorase fluorescence. inhibition, % at 20 µM. 0.78% of 350,000 active. AID 504690;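 active = inhibition reaching at least a set limit at 20 µM in the primary screen, cut at about 59% in these data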;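 also: 0% = DMSO wells with substrate and 100% = DMSO wells lacking glucose-6-phosphate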
# SENP1 FRET inh – SENP1 (human) catalytic domain inhibition; Q9P0U3; recombinant SENP1 catalytic domain, CyPet-SUMO1-YPet FRET cleavage; inhibition, % at 10 µM; 0.21% of 360,000 active; AID 624204;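 active = inhibition at least 30% at 10 µM, raw YFP signal under a set limit, fluorescence ratio 0.5 to 1.5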;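 also: 0% = enzyme with DMSO and 100% = no enzyme wells; some results filed as inactive read as strong as hits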
# Target sequence (Q9P0U3 419-644 limits assumed): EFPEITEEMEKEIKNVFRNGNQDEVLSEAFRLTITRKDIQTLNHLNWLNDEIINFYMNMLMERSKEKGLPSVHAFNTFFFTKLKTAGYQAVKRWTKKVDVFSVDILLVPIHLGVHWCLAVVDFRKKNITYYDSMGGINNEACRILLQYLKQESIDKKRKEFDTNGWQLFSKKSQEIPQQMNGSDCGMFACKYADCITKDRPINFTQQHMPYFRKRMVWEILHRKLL
#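 Test system: hSENP1 catalytic domain, recombinant; Amount: 20 pM final SENP1 enzyme; Medium: Tris pH 8 buffer plus EDTA, NaCl, BME, BSA, NP40, catalase; Schedule: 50 min enzyme reaction, room temperature, light-protected; Technique: FRET fluorescence in CFP and YFP emission channels; Controls: no-enzyme wells low, DMSO-plus-enzyme wells high control.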
# Numbers without * were called inactive; / = not tested or not shown. These rows are one share of the data (hit frequency here may not be typical).
SMILES | SENP8 inh | MPTP block | GRIN3A LBD mod | ATG4B inh | PfG6PD inh | SENP1 FRET inh
CCOC(=O)[C@]12CCC=C1N(Cc1ccccc1)C(=O)[C@H](CC(=O)NCCC(C)C)C2 | 15 | 0.3 | / | / | / | -4
Nc1[nH]c(C(=O)c2ccccc2)c(-c2ccncc2)c1C(=O)NCCc1c[nH]c2ccccc12 | 22 | 1.0 | / | / | / | -3
COc1cc(CN2C[C@@H](CO)O[C@@H](n3cnc4c(N5CCOCC5)ncnc43)C2)cc(OC)c1OC | 18 | 0.0 | / | / | / | 3
Cc1cc2nc(-c3ccco3)c(Cc3cccc(Cl)c3)n2c(C)c1Br | 1 | 1.8 | / | / | / | -4
O=C(NCc1cccnc1)c1cc(C2CCCN(S(=O)(=O)c3ccccc3)C2)on1 (stereo not given) | 2 | -1.6 | / | / | / | 0
OC(c1ccc(CN2CCCCC2)cc1)c1ncc(-c2ccccc2F)[nH]1 (stereo not given) | -4 | 0.5 | / | / | / | -1
Cn1c(NCc2ccccc2F)nc2cc(-c3cccc(Cl)c3)sc2c1=O | -164 | 0.0 | / | / | / | 0
CC(C)C[C@H]1CNC(=S)N1C[C@H]1CCCN1C[C@H](Cc1ccc(O)cc1)N1C[C@H](Cc2ccc(O)cc2)N(CCc2ccccc2)C1=S | 8 | -1.1 | / | / | / | -2
COCCNc1nc(Nc2ccc(C)cc2C)c2sccc2n1 | -29 | 1.1 | / | / | / | 0
COc1cc(OC)nc(C(NC(=O)C2CCN(Cc3ccc(N(C)C)cc3)CC2)c2ccc(F)cc2)n1 (stereo not given) | 12 | 0.4 | / | / | / | 0
Cc1ccc(-c2nc3ccc(C)cn3c2CC2CCCCC2)cc1 | -398 | 0.9 | / | / | / | -2
Cc1ccsc1C(=O)N1CCC1(C)C(=O)NCCC#N (stereo not given) | 13 | 0.1 | / | / | / | 0
COc1cccc(C(O)c2ncc(-c3ccc4ccccc4c3)[nH]2)c1 (stereo not given) | -190 | -0.1 | / | / | / | -5
CC(=O)Nc1c(C#N)c(-c2ccccc2)c(C#N)c(=O)n1-c1ccc(C)cc1 | -157 | 0.7 | / | / | / | -1
CCCc1nc2ccccc2n1C(CCSC)C(=O)NC(C)(C)C (stereo not given) | 17 | 1.6 | / | / | / | 0
CC(=O)NC(c1cccc(F)c1)c1nc(/C=C/c2ccccc2)cs1 (stereo not given) | 2 | -0.5 | / | / | / | 3
CCC(c1nnnn1-c1ccc2c(c1)OCCO2)N1CCN(c2ccc(C)cc2)CC1 (stereo not given) | 13 | 0.8 | / | / | / | 1
CC(=O)OC[C@@H]1CN(Cc2ccccc2)C[C@H](n2cnc3c(NC4CCC4)ncnc32)O1 | 9 | -0.3 | / | / | / | -7
CC(C)(C)C(c1nc2ccccc2[nH]1)n1c(-c2cccc(S(C)(=O)=O)c2)nc2ccccc21 (stereo not given) | -440 | 2.3 | / | / | / | -1
CCc1nc2ccc(C(=O)Nc3ccc4c(c3)OCC(=O)N4)cn2c1N(CC)CCOC | -2 | -2.5 | / | / | / | 0
CN(C)c1cccc(Nc2ccc(-c3ccc(OC(F)(F)F)cc3)cn2)c1 | -408 | 0.3 | / | / | / | -64
COC(=O)[C@]12CCCCC=C1N(CCc1ccc(OC)c(OC)c1)C(=O)[C@H](CC(=O)N1CCN(C(=O)c3ccco3)CC1)C2 | 17 | -2.1 | / | / | / | 0
Cc1cccc(COC[C@H](Cc2ccccc2)N2CCN(C(=O)c3cccc(Cl)c3)CCC2=O)c1 | 13 | 0.2 | / | / | / | -5
CCOC(=O)C1CCCN(C(=O)c2ccc(-c3ccccc3)cc2)CC1 (stereo not given) | 20 | -0.8 | / | / | / | 2
CC1(C(=O)NS(=O)(=O)c2cccc(C#N)c2)CCN1C(=O)CC1CCCC1 (stereo not given) | 25 | 0.1 | / | / | / | 0
CC1(C(=O)NCC2CCOCC2)Cc2c(-c3cccc(C(N)=O)c3)ccnc2O1 (stereo not given) | 2 | 1.1 | / | / | / | 0
CC(C)(C)NC(=O)C(c1ccc(-c2ccccc2)cc1)n1c(=O)c(-c2cc3ccccc3[nH]2)nc2ccccc21 (stereo not given) | -427 | 2.9 | / | / | / | -18
CN1CCN(c2ccc(CNC(=O)C3Cc4c(-c5cccc(F)c5)ccnc4O3)cc2)CC1 (stereo not given) | 9 | 1.4 | / | / | / | 0
CN(C)CCNC(=O)c1cccc(-c2cccc3nccn23)c1 | -386 | -1.2 | / | / | / | 1
O=C(NCc1ccccc1Cl)[C@H]1CCCN1C(=O)[C@H]1CCCN1C(=O)c1cccc2ccccc12 | 6 | 0.5 | / | / | / | 1
CC1(Cc2cc(Cl)ccc2C(F)(F)F)C(=O)Nc2ccc(S(=O)(=O)NC3CCCCC3)cc21 (stereo not given) | 8 | 1.1 | / | / | / | 1
COC(=O)/C=C1\OC(C2CC2)c2ccccc21 (stereo not given) | 15 | -0.6 | / | / | / | 2
O=C(NCc1ccccc1)C1C(c2ccccc2)=Nc2ccccc2N1C(=O)c1cccnc1 (stereo not given) | 15 | 0.2 | / | / | / | 1
CCNC(=O)C1(C)CCCN(C(=O)c2ccc3sccc3c2)C1 (stereo not given) | -1 | 2.0 | / | / | / | 0
O=C(NCC1CCCCC1)c1csc([C@@H]2O[C@H](CO)[C@H](O)[C@H](O)[C@H]2O)n1 | 23 | -1.1 | / | / | / | 4
O=C(/C=C1\OCc2ccccc21)c1ccccc1 | 19 | 8.9 | / | / | / | 3

# Exported with two lines to a compound: 13 of the compounds above
# Screens in order – SENP8 inh | MPTP block | GRIN3A LBD mod | ATG4B inh | PfG6PD inh | SENP1 FRET inh
CCOC(=O)C1CCCN(C(=O)c2ccc(-c3ccccc3)cc2)CC1 (stereo not given)
 : 20 | -0.8 | / | / | / | 2
CC1(C(=O)NS(=O)(=O)c2cccc(C#N)c2)CCN1C(=O)CC1CCCC1 (stereo not given)
 : 25 | 0.1 | / | / | / | 0
CC1(C(=O)NCC2CCOCC2)Cc2c(-c3cccc(C(N)=O)c3)ccnc2O1 (stereo not given)
 : 2 | 1.1 | / | / | / | 0
CC(C)(C)NC(=O)C(c1ccc(-c2ccccc2)cc1)n1c(=O)c(-c2cc3ccccc3[nH]2)nc2ccccc21 (stereo not given)
 : -427 | 2.9 | / | / | / | -18
CN1CCN(c2ccc(CNC(=O)C3Cc4c(-c5cccc(F)c5)ccnc4O3)cc2)CC1 (stereo not given)
 : 9 | 1.4 | / | / | / | 0
CN(C)CCNC(=O)c1cccc(-c2cccc3nccn23)c1
 : -386 | -1.2 | / | / | / | 1
O=C(NCc1ccccc1Cl)[C@H]1CCCN1C(=O)[C@H]1CCCN1C(=O)c1cccc2ccccc12
 : 6 | 0.5 | / | / | / | 1
CC1(Cc2cc(Cl)ccc2C(F)(F)F)C(=O)Nc2ccc(S(=O)(=O)NC3CCCCC3)cc21 (stereo not given)
 : 8 | 1.1 | / | / | / | 1
COC(=O)/C=C1\OC(C2CC2)c2ccccc21 (stereo not given)
 : 15 | -0.6 | / | / | / | 2
O=C(NCc1ccccc1)C1C(c2ccccc2)=Nc2ccccc2N1C(=O)c1cccnc1 (stereo not given)
 : 15 | 0.2 | / | / | / | 1
CCNC(=O)C1(C)CCCN(C(=O)c2ccc3sccc3c2)C1 (stereo not given)
 : -1 | 2.0 | / | / | / | 0
O=C(NCC1CCCCC1)c1csc([C@@H]2O[C@H](CO)[C@H](O)[C@H](O)[C@H]2O)n1
 : 23 | -1.1 | / | / | / | 4
O=C(/C=C1\OCc2ccccc21)c1ccccc1
 : 19 | 8.9 | / | / | / | 3

# Compound profiles (already shown).
# Shown for `O=C(/C=C1\OCc2ccccc21)c1ccccc1` → SENP8 inh = 19; MPTP block = 8.9; GRIN3A LBD mod = /; ATG4B inh = /; PfG6PD inh = /; SENP1 FRET inh = 3
# Shown for `CC1(Cc2cc(Cl)ccc2C(F)(F)F)C(=O)Nc2ccc(S(=O)(=O)NC3CCCCC3)cc21` (stereo not given) → SENP8 inh = 8; MPTP block = 1.1; GRIN3A LBD mod = /; ATG4B inh = /; PfG6PD inh = /; SENP1 FRET inh = 1

# Going on with the list.
SMILES | SENP8 inh | MPTP block | GRIN3A LBD mod | ATG4B inh | PfG6PD inh | SENP1 FRET inh
Fc1cccc(Cc2c(-c3ccc(Cl)cc3)nc3ccc(Cl)cn23)c1 | -172 | 1.9 | / | / | / | 10
CC1(C(=O)NS(=O)(=O)Cc2ccccc2C(F)(F)F)CCN1C(=O)Cc1ccccc1 (stereo not given) | 6 | -0.1 | / | / | / | 0
Cc1nc2c(OCc3cc(Cl)cc(Cl)c3)cccn2c1N(C)C(=O)CCC1CCCC1 | -6 | 0.3 | / | / | / | -6
FC(F)(F)c1ccccc1Cc1c(-c2ccccc2)nc2c3ccccc3ccn12 | -198 | 1.3 | / | / | / | -92
CCC(=O)Nc1nonc1-c1nc2ccccc2n1Cc1ccc(Cl)c(Cl)c1 | / | / | -1 | -8 | 1 | /
Cc1cc(C)c(S(=O)(=O)Nc2cc(SCC(=O)O)c(O)c3ccccc23)cc1C | / | / | -18 | 1 | 107* | /
Nc1c(O)ccc2c1C(=O)c1ccccc1C2=O | / | / | -4 | 3 | -1 | /
COc1ccc(OC)c(CN2CCN(C(=O)c3cc(S(=O)(=O)N4CCOCC4)ccc3C)CC2)c1 | / | / | -1 | 2 | -16 | /
CN(C(=O)c1ccc(Cl)cc1)c1ccc(OCC(=O)Nc2cc(C(=O)O)ccc2Cl)cc1 | / | / | -1 | 1 | -23 | /
O=C(/C(=C/c1ccncc1)n1ccnc1)c1ccc(Cl)cc1Cl | / | / | -1 | -3 | 13 | /
Cc1ccc(N(C(=O)CCl)C(C(=O)NC2CCCCC2)c2cccnc2)cc1C (stereo not given) | / | / | 7 | 6 | -9 | /

# Source: PubChem
